Assay outcomes deposited in PubChem by Broad Institute.
F508del corr: F508del CFTR correction, initial screen, CFBE line, single point; CFBE cells, YFP halide quenching; stimulated with forskolin plus potentiator P3; % fluorescence drop versus neutral controls; activity (quench increase), % at 7.58 µM; actives 0.36% (n = 350,000);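 active = mean added fluorescence quench of at least 8% versus neutral control, with both replicates also reaching 8%; inconclusive = only one of the mean or replicate conditions met; inactive = mean below 8% and not both replicates reaching 8%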;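 also: cells transiently co-express mutant CFTR-F508del with the halide-sensitive YFP; corrector assay measuring rescue of mutant channel to the surface after 24 h compound exposure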
miR122 inh: miR-122 Renilla sensor signal increase in Huh7, primary screen, miR-122 inhibitor project, cell-based, single point, plate reader; AID 602342, 2012; actives 0.3% (n = 340,000); activation (reporter increase), % at 12.5 µM; Huh7 miR-122 Renilla luciferase sensor, 48 h; neutral wells = 0, positive control = 100;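 active = mean replicate activation score at least 90 and every replicate individually at or above 90; inconclusive = only one of the two criteria met; inactive = neither criterion met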;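 also: higher luciferase means less miR-122 activity so hits act as miR-122 inhibitors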
DENV2 CPE: inhibitors of DENV2 cytopathic effect, primary screen, cell-based, plate reader, single concentration; CPE inhibition, % at 9.99 µM; actives 1.7% (n = 350,000); AID 651640, 2012; DENV2-infected cells, cytopathic effect rescue; in the data active = CPE inhibition above about 20%, passing the limit was not always enough; inconclusive = no clear call, values can overlap the other calls; tested in BHK-21 cells;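 also: 0% = median of neutral control wells and 100% = median of positive control wells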
PAX8 reporter: inhibitors of PAX8-driven TPO luciferase reporter, primary screen, RMG-I cells, single concentration; SteadyGlo, 24 h; inhibition, % at 12.6 µM; actives 1.2% (n = 360,000);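 active = mean replicate inhibition at least 60% with every replicate also reaching 60%; inconclusive = only one of the two criteria is met; inactive = mean below 60% and not all replicates reaching 60%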;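 also: luciferase light reporting Pax8 driven TPO promoter activity; plate controls were median of neutral control wells for no effect and mitoxantrone controls for full effect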
FN deposition inh: inhibitors of fibronectin matrix deposition, primary screen, AH1F cells, Alexa488-fibronectin fluorescence, plate reader | inhibition, % at 12.6 µM | actives 0.086% (n = 350,000) | AID 743247, 2014 | AH1F fibroblasts, overnight;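 active = mean inhibition across replicates of 30% or more, regardless of how many single replicates reach that level; inconclusive = mean under 30% yet at least half of replicates reach 30%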;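 also: positive control wells lacked labelled fibronectin entirely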
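Material: AH1F fibroblast monolayer depositing Alexa488-labelled fibronectin into matrix | Input: 10000 AH1F cells/well | Medium: DMEM plus 2% serum, read in PBS | Reagent: Alexa488-fibronectin, 24 nM final in well | Compound dosing: One dose per compound, pinned | Schedule: 1 h adhesion, overnight exposure | Measured by: Fluorescence at 485 nm excitation, 525 nm emission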
GSIS activator: GLuc luminescence reporter in INS-1E cells, primary screen for activators of glucose-dependent secretion of insulin | INS-1E GLuc reporter insulin secretion, 2-3 h | activation, % at 16.6 µM | actives 0.61% (n = 370,000);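 active = lowest replicate activation of at least 40%, so every replicate reaches that level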;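 also: 0% = median of neutral control wells and 100% = median of IBMX positive control wells; some compounds called inactive have numbers as strong as hits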
EWS-Fli block: EWS/Fli-driven NR0B1 reporter inhibitors, primary screen, A673 cells, NR0B1 luciferase, luminescence, MLPCN library; AID 651661, 2012; actives 0.67% (n = 350,000); viability-normalised; inhibition, % at 12.6 µM;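 active = mean inhibition of at least 50% after viability correction, with every replicate also passing that limit; inconclusive = mean reaches 50% but only one of two replicates passes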;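 also: firefly luciferase signal divided by Alamar Blue viability fluorescence both relative to DMSO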
The depositor's hits bear a star; ? = inconclusive; . = no result given; & = joins results of further samples; [ ] = dose if it differs, or a comment. This is a random part of the collection. Share with any hit: about 3.9%.

SMILES | F508del corr | miR122 inh | DENV2 CPE | PAX8 reporter | FN deposition inh | GSIS activator | EWS-Fli block
CC1=C(C(=O)OCC2CCCO2)C(c2ccc(F)cc2)NC(=O)N1 (configuration not stated) | 0.7 | -9 | 0 | 12 | 4 | 6 | 1
COc1ccc(-c2cnc3c(c2)C(=O)N([C@H](C)CO)C[C@@H](C)[C@H](CN(C)Cc2ccc(C(=O)O)cc2)O3)cc1 | -3.5 | 1[16.7 µM] | ? | 21 | . | 7 | -8
CC(C)[C@@H](C)NC(=O)N(C)C[C@H]1OCc2ccccc2-c2c(n(C)c3ccccc23)C(=O)N([C@H](C)CO)C[C@@H]1C | -2.0 | . | -7 | . | 14 | -30 | 3
C[C@@H]1CN([C@@H](C)CO)C(=O)c2cc(N(C)C)ccc2O[C@@H](C)CCCCO[C@@H]1CN(C)C(=O)Nc1ccc2c(c1)OCO2 | -0.5 | 2[16.7 µM] | . | 7 | . | 2 | -9
CC(=O)Nc1ccc(NC(=O)COC(=O)c2ccc(Cl)nc2)cc1 | 1.3 | -6 | ? | . | 5 | -3 | 0
Cn1c(-c2ccccc2)cnc1NCc1ccccc1 | -4.3 | 9 | 2 | 16 | 0 | 1 | -24
Cc1cccc(C)c1NC(=O)COC(=O)C1C2CC3OC(=O)C1C3C2 (configuration not stated) | -1.1 | -3 | 1 | -3 | 7 | 15 | -3
Cc1nnc(Sc2c(N)n(C)c(=O)[nH]c2=O)s1 | 2.7 | . | 3 | . | . | 11 | -12
COc1ccc(CCN(C)C(=O)CNC(=O)Cc2cccc3ccccc23)cc1OC | 2.7 | -1 | 9 | -14 | 5 | 11 | 9
COc1ccc(/C=C2\SC(=O)N(CC(=O)NN3CCN(C)CC3)C2=O)cc1OC | 0.0 | 3 | 16 | -3 | 7 | 10 | 1
COc1ccccc1CNC(=O)COC(=O)Cc1ccc(Br)cc1 | 0.3 | -4 | 6 | 11 | . | 8 | 6
COc1cc([N+](=O)[O-])ccc1NC(=O)NCc1ccco1 | -2.7 | . | 5 | -15 | 2 | -7 | -5
COc1ccccc1C(=O)COC(=O)c1cnc(C)cn1 | 1.1 | . | -7 | . | 3 | 33 | -3
CC1(C)CC(NC(=O)c2ccc(Cl)cc2Cl)CC(C)(C)N1 | -1.2 | -5 | 4 | -11 | 0 | 3 | -2
O=C(NCc1cccnc1)C(=O)Nc1ccc([N+](=O)[O-])cc1 | -0.7 | . | -1 | -17 | -1 | 4 | -7
O=C(NCc1ccccn1)[C@H]1[C@H](CO)[C@H]2Cn3c(ccc(C4=CCCC4)c3=O)[C@@H]1N2Cc1cccnc1 | . | . | 4 | 7 | . | 12 | -2
O=C(O)c1cccc(-n2sc3ccccc3c2=O)c1 | -4.8 | 1 | -17 | -2 | -18 | 51 | -1
O=C(Cc1ccccn1)N[C@H]1CC[C@@H](CCn2cc(-c3ccccc3)nn2)O[C@@H]1CO | 2.9 | -4[16.7 µM] | -6 | 16 | . | 22 | 9
Cc1ccc(-c2ccc(SCC(=O)NCC3CCCO3)nn2)cc1 (configuration not stated) | -2.2 | 6 | -3 | -22 | . | -11 | -14
Cc1ccc(C(=O)NCc2ccc3c(c2)OCO3)cc1N1CCCC1=O | 2.2 | -2 | -1 | 4 | 6 | 16 | 6
O=C(NNC(=O)c1cccc(O)c1)Nc1ccc([N+](=O)[O-])cc1 | 0.6 | . | 1 | 5 | . | -6 | 3
COc1cc(Br)cc(-c2nc3c(c(=O)[nH]c(=O)n3Cc3ccccc3)n2C)c1O | . | 2 | . | 14 | 12 | . | .
CN(CCc1ccccn1)C(=O)c1cc(COc2ccc(F)cc2F)on1 | 0.3 | . | -5 | 2 | 7 | 2 | -2
O=C(c1ccccc1F)N1N=C(C(F)(F)F)CC1(O)c1ccccc1 (configuration not stated) | -1.0 | 3 | -5 | 1 | -6 | -30 | 5
CO[C@H]1CN(C)C(=O)c2cc(NC(=O)Nc3ccc(C(F)(F)F)cc3)ccc2OC[C@H](C)NC[C@@H]1C | 1.7 | . | -6 | . | -3 | 2 | 14
Cc1cc(C)c(S(=O)(=O)N2CC=C(c3ccccc3)CC2)c(C)c1 | 0.4 | -10 | -6 | -15 | -8 | 1 | 0
Cc1ccnc(NC(=O)CCC(=O)N(CC(=O)NC(C)(C)C)Cc2ccc3c(c2)OCO3)c1 | 1.8 | -7 | -1 | 7 | -2 | -10 | -3
C[C@H]1CN([C@@H](C)CO)C(=O)Cc2cc(NC(=O)Nc3ccccc3)ccc2O[C@H]1CN(C)Cc1ccc(-c2ccccc2)cc1 | 0.1 | -5[16.7 µM] | -10 | 0 | . | -8 | -6
COc1cccc(CC2(CO)CCCN(Cc3cn[nH]c3-c3cc(C)ccc3C)C2)c1 (configuration not stated) | -1.9 | . | -5 | -21 | 2 | 10 | 0
C[C@H](CO)N1C[C@H](C)[C@@H](CN(C)Cc2cccc3c2OCCCO3)OCc2cnnn2CCCC1=O | -5.6&-1.7&0.2 | -4 | 0&4 | -4&-4&0 | -8&-8 | 8&-1 | -10&7&4
Cc1nn(CC(=O)N2CCc3ccccc3C2)c(C)c1[N+](=O)[O-] | 1.2 | . | 1 | 15 | -3 | -5 | 5
Cc1cc(-c2ccccc2)nc2c(Br)c(=O)[nH]n12 | 0.0 | -1 | . | 10 | 8 | 36 | -3
Cc1noc(C)c1S(=O)(=O)Nc1ccc2c(c1)C(=O)N([C@H](C)CO)C[C@H](C)[C@@H](CN(C)Cc1ccc3c(c1)OCO3)OCCCC[C@H](C)O2 | 2.0 | 6[16.7 µM] | -6 | -9 | . | 4 | -11
Cc1ccccc1NC(=O)C1CC(=O)OC12CCOC(C)(C)C2 (configuration not stated) | 2.1 | -8 | . | -2 | -17 | -1 | 0
COCCN(Cc1ccc(OC)cc1)c1c(C)nc2ccc(C(=O)NCCc3c[nH]c4ccccc34)cn12 | 0.7 | -2 | 7 | 21 | . | . | 8
CCc1ccc(/C=C2\SC(=S)N(CCCC(=O)N(CCO)c3ccccc3)C2=O)cc1 | -1.2 | -21 | 0 | 94* | 4 | 39 | 54*
CCC(=O)N(C)C[C@H]1Oc2ncc(C#C[C@H](C)O)cc2C(=O)N([C@H](C)CO)C[C@@H]1C | -1.0 | 1[16.7 µM] | -9 | -2 | . | 7 | -19
CC(=O)C1=NN(c2ccccc2)C(c2ccc3c(c2)OCO3)N1c1ccc(N2CCOCC2)cc1 (configuration not stated) | . | 2 | . | 6 | -2 | -25 | .
Cn1cnnc1SCC(=O)NNC(=O)c1ccc([N+](=O)[O-])cc1 | -0.5 | 6 | -7 | -14 | -2 | 15 | -17
COc1ccc(-c2nnc(SCC(=O)NNC(=O)c3ccc(C)cc3)o2)cc1 | . | -6 | . | -5 | -13 | 4 | .
C[C@H](CO)N1C[C@H](C)[C@@H](CN(C)Cc2ccc(C(=O)O)cc2)Oc2ccc(NC(=O)C3CC3)cc2CC1=O | 0.5 | -3[16.7 µM] | -2 | . | 1 | 27 | -8
O=C(CCC(=O)c1ccc(Br)cc1)Nc1ccc(F)cc1 | 1.6 | 1 | 1 | 3 | -4 | 17 | 12
CCCc1[nH]nc2c1C(c1ccsc1)C(C#N)=C(N)O2 (configuration not stated) | -0.7 | . | -1 | -10 | -15 | -9 | -10
CC(C)CC#Cc1ccc([C@H]2[C@@H](CO)N3C(=O)CN(S(=O)(=O)c4cccc(F)c4)C[C@H]23)cc1 | 4.0 | . | 7 | . | -11 | -17 | 2
CO[C@@H]1CN(C)C(=O)c2cc(NC(=O)c3cccc(Oc4ccccc4)c3)ccc2OC[C@H](C)NC[C@@H]1C | 0.3 | -31[16.7 µM] | . | . | 16 | -7 | 15
Cc1cccc(NC(=O)CCS(=O)(=O)c2ccc(Br)cc2)c1 | 0.8 | 3 | 1 | -7 | 2 | 39 | 5
CO[C@@H]1CN(C)C(=O)c2cc(NS(C)(=O)=O)ccc2OC[C@H](C)N(C)C[C@@H]1C | 0.4 | . | -2 | 4 | -11 | -3 | -5
C[C@H](CO)N1C[C@H](C)[C@H](CN(C)S(=O)(=O)c2cccc(F)c2)Oc2ncc(-c3cc4ccccc4o3)cc2C1=O | 1.4 | -8[16.7 µM] | . | 0 | . | -5 | 8
COCC(=O)Nc1ccc2c(c1)C(=O)N(C)C[C@@H](OC)[C@@H](C)CN(C(=O)C1CCCC1)[C@H](C)CO2 | -0.9 | 4[16.7 µM] | 2 | . | 3 | -3 | -20
COc1ccc(CNC(=O)c2cc(=O)c3cc(C)ccc3o2)cc1 | 2.2 | -5 | -3 | 11 | 5 | -3 | 4
O=C(CN1C(=O)C2CC=CCC2C1=O)NCC(=O)Nc1ccc(F)c(F)c1 (configuration not stated) | -0.8 | -2 | -1 | . | -4 | 15 | 2
CCC(=O)N1[C@@H](CO)[C@@H](c2ccccc2)C12CN(C(=O)CN1CCOCC1)C2 | -0.7 | . | -4 | -5 | -6 | -2 | -2
O=C(Nc1ccc(N2CCN(C(=O)c3cccs3)CC2)cc1)c1cccnc1 | -2.5 | -11 | 12 | -5 | 2 | -3 | -1
CO[C@@H]1CC[C@@H]2CCN(C)C(=O)C[C@H](c3ccccc3)CN(C)C(=O)c3cccc(C#N)c3OC[C@H]1O2 | . | . | -5 | 5 | -3 | 8 | -8
C/C(Cc1ccccc1)=N\NC(=O)CNC(=O)c1ccc(C(C)(C)C)cc1 | -1.9 | . | . | 0 | -6 | -3 | -5
CN(C)CCNC(=O)c1sc2cccc(F)c2c1Cl | -1.9 | 7 | ? | -15 | 15 | -1 | -19
CCCC(=O)Nc1nnc(SCC(=O)N2CCN(c3ccccc3)CC2)s1 | -0.8 | -1 | 1 | 10 | 6 | 14 | -1
Cc1ccc(Nc2nc(CSc3nnc(-c4cccnc4)n3-c3ccccc3C)cs2)cc1 | . | . | 1 | -4 | -2 | . | -7
CCCC(=O)Nc1ccc2c(c1)C(=O)N(C)C[C@H](OC)[C@H](C)CN(C(=O)CN(C)C)[C@@H](C)CO2 | 0.6 | -15[16.7 µM] | 2 | . | 10 | 14 | -1
O=S(=O)(N[C@H]1CC[C@@H](CCn2cc(-c3cccnc3)nn2)O[C@@H]1CO)c1ccc(F)cc1 | -0.6 | . | 0 | -4 | . | -3 | -7
Next structures.
SMILES | F508del corr | miR122 inh | DENV2 CPE | PAX8 reporter | FN deposition inh | GSIS activator | EWS-Fli block
N#Cc1cccc(NCC(=O)Nc2cccc(S(=O)(=O)N3CCCCC3)c2)c1 | 2.7 | 16 | -5 | 6 | -5 | -12 | 8
COc1ccc(CCNC(=O)c2ccc(CSc3ccc(Cl)cc3)o2)cc1OC | -1.2 | . | 18 | 22 | 9 | . | 14
COc1ccc(S(=O)(=O)N(C)C[C@@H]2Oc3ccc(NC(=O)CCCN(C)C)cc3CC(=O)N([C@H](C)CO)C[C@H]2C)cc1 | -0.4 | -6[16.7 µM] | 8 | -2 | -1 | 10 | -13
Nc1ccc(C(=O)Nc2ccc(Nc3ccncc3)cc2)c([N+](=O)[O-])c1 | 2.3 | -10 | -7 | 3 | 3 | 2 | -6
CCCc1cn(CC[C@@H]2CC[C@@H](NC(=O)Nc3ccccc3F)[C@@H](CO)O2)nn1 | 3.0 | -15[16.7 µM] | 14 | 9 | 1 | 24 | -3
